ELG1 genotox – qHTS screen for small molecules that induce genotoxicity in human embryonic kidney (HEK293T) cells expressing luciferase-tagged ELG1. 1.3% of 330,000 active. HEK293T ELG1-luciferase reporter, luminescence, 16 h. AID 504466, 2011. Potency, µM (series often up to 46 µM), for the others: at the top dose activity change, positive = activation, most hits filed as activators; note: % of control where 0% means no effect; nearly all actives have a fitted effect of over 60% in size
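Quantitative HTS format in 1536-well plates. HEK293T ELG1-luciferase reporter cells receive test compound and are incubated 16 hr at 37 °C, 5% CO2; ONE-Glo added, 30 min room temperature, then luminescence read.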
uPA surface inh – qHTS for Inhibitors of Cell Surface uPA Generation; cell surface uPA generation assay, qHTS; AID 540303, 2011; 0.31% of 330,000 active; Potency, µM (series often up to 38.3 µM), for inactives: at the highest dose activity change, negative = inhibition, hits mostly inhibitors; active = well fitted inhibition curve with a large enough effect; inconclusive = small, poorly fitted or top-dose-only effect; inactive = no such curve, though single readings can be large or run the other way; tested in mouse RAW 264.7 cells; note: % is set by controls: 0 for no effect and ±100 for the full control effect; nearly all actives have a fitted effect of over 55% in size
Gal4-VP16 FLuc – VP16 counterscreen qHTS for inhibitors of ROR gamma transcriptional activity; Drosophila S2 Gal4-VP16 UAS-luciferase, luminescence, 20 h; Potency, µM (series often up to 53.6 µM), inactives show at the highest dose activity, negative = inhibition, usual class: inhibitors; 3.5% of 310,000 active; AID 2546, 2010;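 note: Gal4-VP16 expression switched on by copper sulfate through the metallothionein promoter; % is set by controls: 0 for no effect and ±100 for the full control effect; nearly all actives have a fitted effect of over 50% in size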
FLuc counter – qHTS profiling assay for firefly luciferase inhibitor/activator using purifed enzyme and Km concentrations of substrates (counterscreen for miR-21 project) | Luciferin 4-monooxygenase (Photinus pyralis), P08659 | purified FLuc, Km substrates, luminescence inhibition | Potency, µM (doses to about 57.5 µM), for the others: at the top dose activity change, negative = inhibition, actives largely listed as inhibitors | 6.9% of 360,000 active;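 note: plate controls were vehicle for no effect and reference inhibitor for full effect; nearly all actives have a fitted effect of over 55% in size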
Target sequence (P08659 whole entry, looked up): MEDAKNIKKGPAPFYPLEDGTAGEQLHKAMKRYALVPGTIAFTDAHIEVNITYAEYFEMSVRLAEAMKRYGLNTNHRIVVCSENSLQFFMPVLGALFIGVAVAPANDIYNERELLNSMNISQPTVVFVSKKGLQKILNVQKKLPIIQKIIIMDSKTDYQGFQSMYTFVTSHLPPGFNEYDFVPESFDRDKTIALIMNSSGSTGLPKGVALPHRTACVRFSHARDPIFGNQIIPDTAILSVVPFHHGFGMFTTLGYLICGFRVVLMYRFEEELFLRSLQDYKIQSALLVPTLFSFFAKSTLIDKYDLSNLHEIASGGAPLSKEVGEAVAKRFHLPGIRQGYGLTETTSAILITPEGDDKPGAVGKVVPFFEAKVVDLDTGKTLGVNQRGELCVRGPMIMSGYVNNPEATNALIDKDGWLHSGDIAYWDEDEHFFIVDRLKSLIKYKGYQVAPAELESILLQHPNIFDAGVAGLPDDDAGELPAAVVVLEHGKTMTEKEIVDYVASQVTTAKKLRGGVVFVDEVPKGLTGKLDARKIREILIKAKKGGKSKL
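Biochemical qHTS of compounds, final roughly 60 µM downward over six points, against 10 nM purified firefly luciferase using Km concentrations of substrates (10 uM D-luciferin, 10 uM ATP) in Tris acetate pH 7.5 buffer; luminescence output.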
BRCA1 expr up – qHTS Assay to Identify Small Molecule Activators of BRCA1 Expression. AID 624202, 2012. MCF7-BRCA1-FFLuc reporter, luminescence, 48 h; response scale: scaled: vehicle 0%, 10 µM genistein 100%. Potency, µM (series often up to 46.1 µM), for the others: at the top dose activation, hits mostly activators. 1.1% of 380,000 active; note: nearly all actives have a fitted effect of over 80% in size; some results filed as inactive show a strong effect at the top dose
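Quantitative HTS in MCF7 cells stably reporting BRCA1 expression via firefly luciferase. Compound treatment lasts 48 h at 37 °C in phenol-red free MEM. Activation is expressed relative to genistein at 10 microM and DMSO.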
NPC1 prom act – qHTS Assay for NPC1 Promoter Activators. Huh7 NPC1 promoter luciferase reporter, 24 h. Potency, µM (doses to about 9.22 µM), for inactives: at the top dose activation, hits mostly activators. 2.4% of 320,000 active. AID 485313, 2010;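 note: % of control where 0% means no effect; nearly all actives have a fitted effect of over 60% in size; reporter is driven by a mutant NPC1 promoter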
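In 1536-well qHTS, Huh7 cells harboring an NPC1 promoter–luciferase construct received compound for 24 h; activation was quantified by luminescence following luciferase reagent addition.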
MBNL1 CUG block – qHTS Assay for Inhibitors of MBNL1-poly(CUG) RNA binding; TR-FRET MBNL1-His/biotin-(CUG)12 binding, 665/545 ratio; 0.036% of 280,000 active; AID 2675, 2010; Muscleblind-like protein 1 (Homo sapiens), Q9NR56; Potency, µM (highest dose often 57.5 µM), for the others: at the highest dose activity change, negative = inhibition, actives largely listed as inhibitors; active = well fitted inhibition curve with a large enough effect in the signal ratio, with a control signal flat, not every such curve was filed as active; inconclusive = small, poorly fitted or top-dose-only effect, or effect the other way, or a change in a side signal; inactive = no such curve, though single readings can be large or run the other way; the % refers to the signal ratio; note: % is set by controls: 0 for no effect and ±100 for the full control effect
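Inhibition of protein-RNA binding appears as loss of TR-FRET between terbium anti-His antibody on MBNL1-His and streptavidin-XL665 on biotin-(CUG)12. Activity is normalized to buffer-only and uninhibited-complex controls.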
RORg inh – qHTS for inhibitors of ROR gamma transcriptional activity; Nuclear receptor ROR-gamma (Mus musculus), P51450; Drosophila S2 Gal4-RORgamma UAS-luciferase reporter, 20 h; Potency, µM (series often up to 53.6 µM), without a hit: at the top dose activity change, negative = inhibition, hits mostly inhibitors; 5.4% of 310,000 active; note: % is set by controls: 0 for no effect and ±100 for the full control effect; nearly all actives have a fitted effect of over 60% in size
Target sequence (P51450 whole entry, looked up, the tested form may be a part): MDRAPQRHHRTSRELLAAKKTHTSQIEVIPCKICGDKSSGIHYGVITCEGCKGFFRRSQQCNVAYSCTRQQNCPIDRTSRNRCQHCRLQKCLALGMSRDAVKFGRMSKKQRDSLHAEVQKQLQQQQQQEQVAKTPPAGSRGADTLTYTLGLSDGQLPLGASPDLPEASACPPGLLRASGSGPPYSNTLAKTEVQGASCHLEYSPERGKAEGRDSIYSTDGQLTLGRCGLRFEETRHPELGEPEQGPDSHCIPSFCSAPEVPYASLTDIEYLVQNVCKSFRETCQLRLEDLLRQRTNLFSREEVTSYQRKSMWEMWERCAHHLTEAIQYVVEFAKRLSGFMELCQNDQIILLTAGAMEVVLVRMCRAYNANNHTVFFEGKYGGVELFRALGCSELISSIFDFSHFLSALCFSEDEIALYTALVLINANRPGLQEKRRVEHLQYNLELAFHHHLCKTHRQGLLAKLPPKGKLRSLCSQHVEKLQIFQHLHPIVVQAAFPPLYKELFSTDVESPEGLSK
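Stably transfected Drosophila Schneider cells are the test system, with ROR gamma fused to Gal4 and luciferase under UAS control; luminescence is read after 20 hr of 700 uM copper sulfate induction at ambient temperature.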
p53 reactivator – qHTS assay for re-activators of p53 using a Luc reporter | H1299 p53-A138V BP100-luciferase reporter, luminescence, 24 h | Potency, µM (titrated, usually from 92.2 µM), without a hit: at the highest dose activity change, positive = activation, hits mostly activators | 0.063% of 320,000 active | AID 504706, 2011; note: % of control where 0% means no effect; nearly all actives have a fitted effect of over 45% in size
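H1299 (p53-null), stable ts p53-A138V + BP100-Luc; 1000 cells/well, Opti-MEM/10% FBS; cpd 4 pt, 1:5; 24 h, 37 deg C, 5% CO2; detection reagent 10 min RT; luminescence.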
Rab9 prom act – qHTS Assay for Rab9 Promoter Activators; Huh7 Rab9 promoter-luciferase reporter, luminescence, 24 h; 2.8% of 320,000 active; Potency, µM (doses to about 9.22 µM), for the others: at the highest dose activation, negative = inhibition, usual class: activators; AID 485297, 2010; note: % of control where 0% means no effect; nearly all actives have a fitted effect of over 60% in size
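Luminescence read-out: Huh7 cells stably expressing Rab9-luciferase, treated 24 h with compound at 37 °C, then lysed with luciferase reagent for 10 min at ambient before reading.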
* = called active by the depositor; ? = inconclusive; · = no result given; & = joins results of further samples; [ ] = remark or other dose. Unless noted, calls come from the whole dose curve; as a rule, active = well fitted curve in the direction sought with a large enough effect; inconclusive = small, poorly fitted or top-dose-only effect, or another doubt; inactive = no such curve, though single readings can be large; an effect the other way counts as inactive or inconclusive. Potency is the fitted concentration of half-maximal effect.

SMILES	ELG1 genotox	uPA surface inh	Gal4-VP16 FLuc	FLuc counter	BRCA1 expr up	NPC1 prom act	MBNL1 CUG block	RORg inh	p53 reactivator	Rab9 prom act
CC(=O)N1c2ccc(S(=O)(=O)N3CCC(C(=O)N4CC(C)CC(C)C4)CC3)cc2CC1C (stereo not given)	3%[9.26 µM]	-5%	4%	0%	-20%	-40%[inhibitor]	-1%	12%	3%	-1%
O=C(O)COc1ccccc1O	-4%	-1%	-3%	-1%	2%	0%	-3%	-9%	-2%	17%
Cc1[nH]nc2nc(SCC(=O)NC3CCCCC3)n(-c3ccc(Br)cc3)c(=N)c12	?	-16%	?	1%	-55%	-9%	3%	?	3%	-5%
Cc1cccc(C(=O)Nc2ccccc2-c2nnn(CC(=O)Nc3ccc4c(c3)OCCO4)n2)c1	3%	·	-13%	0%	-20%	-8%	4%	-24%	6%	-2%
C/C(=N\NC(=O)C(=O)Nc1cccc(Cl)c1C)c1ccncc1	-2%	2%	5%	3%	2%	0%	·	6%	5%	-5%
COc1ccc(Nc2nc3c(c(=O)n(C)c(=O)n3C)n2CCO)cc1	1%	14%	1%	1%	-40%	3%	-7%	21%	8%	4%
CCOC(=O)C1=C(C)N=c2s/c(=C\c3ccc(OCC(=O)O)cc3)c(=O)n2C1c1ccc(Cl)cc1 (stereo not given)	-4%	-7%	-13%	2%	7%	0%	16%	31%	3%	1%
Cc1sc2nc(-c3cccnc3)nc(Cl)c2c1-c1ccccc1	11%	-14%	-8%	17µM*	55%	?	·	21%[10 µM]	9%	17%
Cc1ccc(CS(=O)(=O)Cc2ccc(C(=O)NCC3CCCO3)o2)cc1 (stereo not given)	-2%	15%	-2%	1%	1%	-3%	3%	6%	-5%	5%
CC1CCN(C(=O)COC(=O)Cn2cnc3ccccc32)CC1	2%	4%	·	·	-17%	·	·	·	-4%	·
Cn1c(=O)[nH]c(=O)c2c1nc(Br)n2C/C=N/NC(N)=S	-1%	·	1%	1%	·	-4%	-5%	?	3%	-4%
CC1=CN2C(=N)/C(=C/c3ccc([N+](=O)[O-])o3)C(=O)N=C2S1	-14%	-5%	5µM*	13µM*	-94%[inhibitor]	-30%	?	11µM*	-37%[inhibitor]	-54%[inhibitor]
O=C(CCN1C(=O)/C(=C/c2ccccc2Cl)SC1=S)N1CCOCC1	-8%	?	?	?	-53%	-16%	4%	7.1µM*	16µM*	-10%
Cn1c(SCC(=O)NC2CCCC2)nnc1-c1cccs1	1%	1%	-7%	-1%	28%	6%	1%	1%	1%	11%
CC1(C)CC(=O)c2cc(OCC(=O)NCCN3CCOCC3)ccc2O1	-2%	2%	-2%	6%	3%	-2%	0%	-15%	3%	-4%

Four compounds from above, limited to p53 reactivator, FLuc counter and MBNL1 CUG block.
| SMILES | p53 reactivator | FLuc counter | MBNL1 CUG block |
| --- | --- | --- | --- |
| Cc1ccc(CS(=O)(=O)Cc2ccc(C(=O)NCC3CCCO3)o2)cc1 (stereo not given) | -5% | 1% | 3% |
| CC1CCN(C(=O)COC(=O)Cn2cnc3ccccc32)CC1 | -4% | · | · |
| Cn1c(=O)[nH]c(=O)c2c1nc(Br)n2C/C=N/NC(N)=S | 3% | 1% | -5% |
| CC1=CN2C(=N)/C(=C/c3ccc([N+](=O)[O-])o3)C(=O)N=C2S1 | -37%[inhibitor] | 13µM* | ? |

Next section
SMILES	ELG1 genotox	uPA surface inh	Gal4-VP16 FLuc	FLuc counter	BRCA1 expr up	NPC1 prom act	MBNL1 CUG block	RORg inh	p53 reactivator	Rab9 prom act
CCCCOc1ccc(N(CC(=O)NC(C)(C)C)C(=O)CCC(=O)Nc2nccs2)cc1	-4%	-2%	-3%	0%	-22%	-11%	-2%	43%	·	-3%
Cc1cccc(N2CCN(S(=O)(=O)c3c(C)nc4scc(C)n4c3=O)CC2)c1C	-19%	1%	-13%	2%&-13%	-49%	-4%	1%	35%	-1%	-1%
CN(Cc1nc(-c2cccnc2)no1)S(=O)(=O)c1ccc(Br)cc1	-16%	8%	11µM*	1%	-14%	0%	-11%	40%	-12%	-7%
COc1ccc(C(=O)N/C(=C\c2cn(S(=O)(=O)N(C)C)c3ccccc23)C(=O)NC(C)C)cc1	-4%	0%	1%	4%	1%	-1%	-7%	16%	-4%	-3%
O=C(CSc1ccsc1[N+](=O)[O-])NCCc1ccccc1	-3%	0%	9%	6%	-26%	-2%	?	2%	8%	-4%
COC(=O)C1=C(CS(=O)(=O)c2cc(Cl)ccc2OC)NC(=O)NC1c1ccc(O)c(OC)c1 (stereo not given)	0%	5%	-7%	4%	7%	-1%	-7%	-1%	-3%	3%
CC(C)=CCN1CCN(Cc2ccoc2)CC1CCO (stereo not given)	0%	-2%	3%	0%	-6%	7%	9%	3%	1%	4%
O=C(O)COc1ccccc1/C=C1\SC(=O)N(Cc2ccc(F)cc2)C1=O	1%	-12%	2%	-15%	-28%	-2%	?	5%	-1%	-13%
COc1ccc(NC(=O)C2C3CC/C=C\CCC32)cc1 (stereo not given)	?	-1%	5%	?	?	?	·	24%	14%	?
COc1ccc(NC(=O)CSc2nnc(C)n2N)cc1S(=O)(=O)N1CCCCC1	3%	11%	·	-1%	-5%	-1%	·	·	-4%	1%
CC1CCCN(S(=O)(=O)c2ccc(NC(=O)C3CC(=O)N(C(C)(C)C)C3)cc2)C1 (stereo not given)	-2%	5%	·	2%	-37%	-1%	·	·	-1%	-1%
Cc1nnc(NC(=O)Cn2c(=O)sc3ccccc32)s1	4%	6%	-2%	0%	0%	1%	3%	6%	0%	-8%
CCOC(=O)C(C(=O)Nc1cccc(C)n1)C1CCCCC1 (stereo not given)	-5%	0%	9%	-3%	-1%	1%	8%	-5%	0%	26%
N#Cc1cnc(NOCc2ccc(Cl)cc2)nc1	0%	1%	-11%	3%	5%	1%	7%	29%	6%	-4%
O=C(NNc1nc2ccccc2o1)c1ccccc1	16%	-4%	?	2.7µM*	-51%	?	-3%	?	1%	0.79µM*
C#CCOCCOCCOCCNc1nc(N2CCOCC2)nc(N2CCN(C(=O)[C@H](CCCN=C(N)N)n3cc(C(N)[C@@H](C)CC)nn3)CC2)n1 (stereo not given in full)	5%	9%	·	·	-1%	·	·	·	1%	·
Cn1c(CN2CCN(C(=O)c3ccc(F)cc3)CC2)nc2cc([N+](=O)[O-])ccc21	-6%	-3%	-9%	1%	-37%	2%	?	0%	-2%	-1%
CN(C(=O)c1ccc(Br)o1)C1CCCCC1	?	-7%	?	?	98%	18%	1%	28%	15%	16%
c1ccc(CCn2nnc3ccccc32)cc1	?	-1%	-6%	11µM*	13µM*	3.2µM*	·	17%	12%	3.2µM*
CCCc1nnc(NC(=O)c2nc(S(=O)(=O)Cc3ccc(C)cc3)ncc2Cl)s1	?	?	?	?	-16%	-33%[inhibitor]	14%	?	-23%	-14%
CCOC(=O)N1CCN(C(=O)C2CCN(S(C)(=O)=O)CC2)CC1	0%	7%	-6%	4%	11%	-4%	-6%	5%	0%	-6%
Cc1ccccc1-n1nc2c(c1NC(=O)CCCl)CSC2	-7%	-4%	1%	-1%	-18%	-2%	0%	13%	3%	-3%[1.84 µM]
O=S(=O)(c1ccc(NCCc2c[nH]c3ccccc23)nc1)N1CCOCC1	1%	-2%	7%	-8%	0%	1%	-6%	14%	-7%	5%
CCCCCn1c(N)c(C#N)c2nc3ccccc3nc21	1%	5%	-4%	3%	-19%	0%	29%	?	-3%	-2%
COc1cc(NC(=O)CN2CCC(Cc3ccccc3)CC2)c(C)cc1[N+](=O)[O-]	9%	5%	?	-2%	-9%	1%	-7%	5%	-2%	-6%
Cc1nn(Cc2ccccc2)c(C)c1C(=O)OCC(=O)c1cc(C)n(CC(F)(F)F)c1C	-1%	0%	-7%	-7%	-41%	-4%	-9%	31%	-2%	0%
O=C(N/N=C(\c1ccccc1)c1cccnc1)c1cc(O)ccc1O	0%	·	9%	3%	·	-2%	?	?	1%	13%
O=[N+]([O-])c1cc(Cl)ccc1N1CCOCC1	-1%	-24%	-8%	-11%	6%	-5%	?	22%	-3%	-5%
C[C@H](NC(=O)Cc1cccc2ccccc12)C(=O)N1CCCN(C)CC1	-1%	0%	-10%	-1%	1%	5%	·	11%	-2%	0%
Cc1cc(C)cc(NC(=O)CSc2nc3ccncc3[nH]2)c1	4%	2%	2%	4%	-26%	1%	-9%	16%	0%	-13%
O=C(CSc1ncn[nH]1)N/N=C/c1ccc(Br)cc1	1%	-7%	-3%	15µM*	54%	1%	?	-9%	0%	0%
COc1ccc(S(=O)(=O)N2CCC(C(=O)Nc3ccccc3C)CC2)c2cccnc12	-12%	2%	15%	-2%	2%	9%	6%	-1%	-4%	15%
COCCNCCCOc1ccc(Cl)cc1Br	-8%	-19%	-11%	-1%	0%	-5%	-7%	1%	0%	-2%
Cc1cccc(NS(=O)(=O)c2ccc(C(=O)N3CCCC3)cc2)c1C	1%	0%	·	4%	-23%	1%	·	·	-2%	-3%
